# M. tuberculosis – growth inhibition of non-replicating M. tuberculosis (AID 488890). Mycobacterium tuberculosis non-replicating, growth inhibition; higher % means a stronger effect. actives 0.39% (n = 320,000). inhibition, % at 25 µM; hits with a dose series show IC50 in µM; in the data active = a potency from the dose series; inconclusive = inhibition mostly from about 82% at the one dose, without a potency; inactive = the rest, 99 in 100 with inhibition below about 76%;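 also: plate controls were DMSO cells for no effect and high antibiotic wells for full effect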
# inhibitors of VEEV – inhibitors of VEEV TC-83 cytopathic effect, confirmation, Vero cells (AID 588727); inhibition, % at 20 µM; hits with a dose series show IC50 in µM; actives 0.13% (n = 350,000); Vero cells, VEEV TC-83 cytopathic effect inhibition; higher % means a stronger effect; in the data active = a potency from the dose series; inconclusive = inhibition mostly from about 14% at the one dose, without a potency; inactive = the rest, 99 in 100 with inhibition below about 12%; also: strong numbers were not always called active
# H37Rv inhibition – M. tuberculosis growth inhibition, HTS (AID 449762) | M. tuberculosis H37Rv growth inhibition, 7H9 media; higher % means a stronger effect | inhibition, % at 25 µM; hits with a dose series show IC50 in µM | actives 0.59% (n = 330,000); in the data active = a potency from the dose series; inconclusive = inhibition above about 70% without an active follow-up result;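 also: bacterial growth assessed after seven days of incubation; strong numbers were not always called active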
# PhoP GFP inhibition – PhoP regulon inhibitors, Salmonella typhi PhoP promoter GFP reporter, confirmatory (AID 1850) | Salmonella Typhi PhoP-promoter GFP reporter, fluorescence, 4 h; higher % means a stronger effect | actives 0.33% (n = 310,000) | one-dose inhibition, % at 50 µM; IC50 in µM for titrated hits; in the data active = a potency from the dose series; inconclusive = inhibition mostly from about 25% at the one dose, without a potency; inactive = the rest, 99 in 100 with inhibition below about 19%;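 also: 0% = induced wells with vehicle and 100% = uninduced wells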
# H1N1 NS1A inhibition – H1N1 influenza NS1A inhibitors, functional cell based assay (AID 504329). one-dose inhibition, % at 12.5 µM; IC50 in µM for titrated hits. NS1A functional cell-based assay, percent inhibition; higher % means a stronger effect. actives 0.3% (n = 340,000); in the data active = a potency from the dose series; inconclusive = inhibition above about 27% without an active follow-up result; also: strong numbers were not always called active
# inhibitors of VEEV 10K pilot screen – recorded beside inhibitors of VEEV, whose call it bears; inhibition, %; measured here: 10K pilot screen inhibition
# * = called active by the depositor; i = inactive; u = inconclusive; x = not tested or not shown. Outcome played no part in choosing rows; overall some 1.5% were active at least once.
# Sample of the layout:
SMILES,M. tuberculosis,inhibitors of VEEV,H37Rv inhibition,PhoP GFP inhibition,H1N1 NS1A inhibition,others
Cc1cc(C(=O)NNC(=O)c2nn(C)c(=O)c3ccccc23)c(C)o1,5%,2.8%,1%,4%,-12%,
CCn1c(CC(=O)Nc2ccccc2F)nnc1SCC(=O)N1CCOCC1,-17%,5.1%,-4%,-5%,-8%,

# The listing, from the start:
SMILES,M. tuberculosis,inhibitors of VEEV,H37Rv inhibition,PhoP GFP inhibition,H1N1 NS1A inhibition,others
Cc1cc(C(=O)NNC(=O)c2nn(C)c(=O)c3ccccc23)c(C)o1,5%,2.8%,1%,4%,-12%,
CCn1c(CC(=O)Nc2ccccc2F)nnc1SCC(=O)N1CCOCC1,-17%,5.1%,-4%,-5%,-8%,
O=C(CN1CCN(c2ccc(F)cc2)CC1)NCc1ccc(Cl)cc1,42%,0.7%,6%,-6%,-3%,
Cc1ccc(C(C)C)c(OCC(=O)OCC(=O)NC2CC2)c1,71%,0.2%,u,x,-23%,
CCNC(=S)N1CCN(CCN=CC2=C(O)CC(c3ccco3)CC2=O)CC1 (stereo not given),-3%,3.0%,4%,6%,6%,
CCCS(=O)(=O)C(=C1NCCO1)S(=O)(=O)CCC,5%,2.4%,-4%,1%,8%,
CC(C)N(C(=O)CC1ON(C)C(=O)N1c1ccc(Cl)cc1)C(C)C (stereo not given),13%,2.8%,3%,-2%,5%,
CN(C)CCn1c(=O)n(Cc2ccccc2)c(=O)c2c3c(sc21)CCCCC3,30%,i,11%,2%,0%,
COc1cc(/C=N/N2CCN(Cc3ccccc3)CC2)cc(OC)c1OC(C)=O,6%,i,9%,3%,-8%,
O=C(O)CCC(=O)NCC(=O)c1ccc(F)cc1,-10%,0.1%,0%,5%,x,
CCOC(=O)[C@@H]1[C@H]2COc3cc(OC)ccc3[C@@H]2N2C(=O)N(c3ccc(C)cc3)C(=O)[C@]12C,0%,0.3%,-1%,-3%,7%,
O=C(CN1C(=O)NC2(CCCc3ccccc32)C1=O)c1ccc(Br)cc1 (stereo not given),23%,3.6%,12%,-7%,-2%,
CCNC(=O)NC(=O)COC(=O)c1ccccc1SCC(=O)NC(=O)NCC,13%,0.8%,7%,-6%,7%,
O=C(Nc1ccccc1Cl)c1ccc2c(c1)N(Cc1ccc(F)cc1)C(=O)CS2=O (stereo not given),2%,5.5%,-4%,-7%,-2%,
COc1ccccc1C(=O)N1CCN(C(=O)COc2cccc(C)c2)CC1,7%,2.8%,3%,-9%,9%,
CCCOC(=O)Nc1ccccc1C(N)=O,5%,0.0%,-9%,1%,6%,
CC(=O)NCCn1c(SCc2cc(F)ccc2F)nc2ccccc2c1=O,21%,i,9%,-10%,0%,
COc1ccc(/C=N/NC(=S)Nc2cccc(C(=O)O)c2)cc1OC,-39%,i,3%,-6%,-1%,
Cn1c(NC2CCCCC2)cc(=O)n(C)c1=O,15%,0.7%,6%,-41%,-27%,
COc1ccc2nc(NC(=O)c3ccc(NS(=O)(=O)c4cccs4)cc3)sc2c1,24%,12%,26%,-4%,6%,
CC1CCc2nn(CC(=O)NCc3ccc(F)cc3)cc2C1 (stereo not given),8%,0.7%,-10%,-11%,-11%,
O=C(CN(Cc1ccc(Cl)cc1)C(=O)CN1C(=O)COc2ccccc21)NC1CCCC1,-5%,1.8%,-9%,0%,-11%,
COc1ccc(OC)c(Cc2nnc(CCC(=O)NCc3ccsc3)o2)c1,-10%,1.5%,1%,-25%,1%,
COc1cccc(C(=O)NCc2ccco2)c1,48%,0.4%,4%,-3%,20%,
CCOc1ccccc1N/C=C/C(=O)C(C)(C)C,0%,1.5%,-2%,0%,1%,
CCOC(=O)C1(C)NC(c2ccco2)C2C(=O)N(c3ccccc3)C(=O)C21 (stereo not given),-4%,0.5%,2%,0%,-4%,
Clc1cccc(N2CCN(Cc3nnc(-c4ccccc4)o3)CC2)c1,62%,i,-2%,9%,-46%,
COC(=O)c1scc(C)c1NC(=O)C(Cl)c1ccccc1 (stereo not given),9%,0.7%,0%,-5%,7%,
Cc1nc(Cl)sc1C(=O)Nc1cccc(Cl)c1,35%,10%,4%,9%,-3%,
CC1CC(C)CN(CCCNC(=O)C2CCCN(S(=O)(=O)N3CC(C)CC(C)C3)C2)C1 (stereo not given),8%,i,-8%,4%,-8%,
COc1ccc(C2(C(=O)O)CCCC2)cc1,8%,1.8%,5%,-2%,0%,
Cc1ccnc(NS(=O)(=O)c2ccc(NC(=O)CN3C(=O)CCC3=O)cc2)n1,-6%,0.2%,-3%,3%,3%,
Cc1cc(=O)[nH]c(N2CCc3ccccc3C2)n1,20%,i,10%,-5%,4%,inhibitors of VEEV 10K pilot screen=0.9
CN(C)c1ccc(/C=N/NC(=O)CNC(=O)/C=C/c2ccco2)cc1,-14%,2.2%,-3%,15%,5%,
O=C(O)c1cc(NC(=O)c2cccc(N3C(=O)c4ccccc4C3=O)c2)cc(C(=O)O)c1,-11%,2.1%,-5%,-3%,8%,
O=C1C=C(Nc2ccccc2)C(=O)c2ccccc21,x,0.7%,u,8%,82µM*,
CCOC(=O)c1c(NC(=O)Nc2ccccc2)sc(C)c1C,1%,4.8%,-5%,3%,0%,
CSc1nc2c(cc1C#N)CCCCC2,18%,0.6%,-28%,-8%,0%,
Cc1ccc(SCc2nc3ncccn3c2Br)cc1,-3%,0.9%,4%,-1%,x,
N/C(=N\OC(=O)c1ccc2c(c1)OCO2)c1cccc(Br)c1,u,0.9%,66%,12%,-3%,

# Quoted at random: five records from the list, in no set order.
SMILES,M. tuberculosis,inhibitors of VEEV,H37Rv inhibition,PhoP GFP inhibition,H1N1 NS1A inhibition,others
COc1ccc(OC)c(Cc2nnc(CCC(=O)NCc3ccsc3)o2)c1,-10%,1.5%,1%,-25%,1%,
Cc1nc(Cl)sc1C(=O)Nc1cccc(Cl)c1,35%,10%,4%,9%,-3%,
Cc1ccnc(NS(=O)(=O)c2ccc(NC(=O)CN3C(=O)CCC3=O)cc2)n1,-6%,0.2%,-3%,3%,3%,
CN(C)c1ccc(/C=N/NC(=O)CNC(=O)/C=C/c2ccco2)cc1,-14%,2.2%,-3%,15%,5%,
COc1cccc(C(=O)NCc2ccco2)c1,48%,0.4%,4%,-3%,20%,

# Other entries:
SMILES,M. tuberculosis,inhibitors of VEEV,H37Rv inhibition,PhoP GFP inhibition,H1N1 NS1A inhibition,others
O=c1cc(CN2CCN(c3ccccc3)CC2)c2cc(O)c(-c3ccccc3)cc2o1,5%,2.5%,-8%,3%,-17%,
C=CCNCCCCOc1ccccc1-c1ccccc1,54%,0.6%,-14%,-4%,-7%,
c1ccc2c(c1)nc(N1CCOCC1)c1c3ccccc3[nH]c21,57%,1.3%,u,27%,-1%,
CC12CC(NC(=O)N1Cc1ccccc1)c1ccccc1O2 (stereo not given),6%,1.5%,9%,0%,-3%,
Cn1cccc1C(=O)NNC(=O)COc1ccccc1Cl,13%,0.8%,-6%,x,-10%,
Cc1ccc(OCC(=O)NCc2ccco2)cc1C,16%,0.8%,-5%,4%,9%,
CCOC(=O)c1c(NC(=O)CSc2ncnc3[nH]ncc23)sc2c1CCC(C)C2 (stereo not given),17%,3.3%,-1%,0%,0%,
CC1=C(C(=O)OCc2ccccc2)C(c2ccccc2OS(=O)(=O)c2ccc(C)cc2)NC(=O)N1CCCC(=O)O (stereo not given),1%,x,12%,6%,x,
O=C(CN1CCCCCC1)NCC1CCCO1 (stereo not given),5%,1.0%,-9%,8%,-4%,
O=C1CC(c2ccccc2)CN1 (stereo not given),-5%,2.1%,6%,10%,-21%,
CN1C(=O)C(C)(C)c2cc(S(=O)(=O)N(C)Cc3ccccc3)ccc21,3%,7.8%,-2%,-4%,-5%,
Cc1nc(C)c(-c2csc(Nc3cccnc3)n2)s1,x,2.8%,x,0%,3%,
COc1ccc(OC)c(NC(=S)NCC(c2cccnc2)N2CCOCC2)c1 (stereo not given),-3%,i,6%,-6%,12%,
O=C(CN1C(=O)NC2(CCCC2)C1=O)N1CCN(S(=O)(=O)c2cccc(F)c2)CC1,-10%,4.7%,-7%,-2%,-7%,
CCc1cc(CNC(=O)CC2C(=O)NCCN2Cc2ccccc2C(F)(F)F)on1 (stereo not given),-1%,2.0%,-3%,6%,-13%,
O=C(COC(=O)c1ccc(Cl)nc1)NCCc1ccc(F)cc1,61%,0.3%,4%,x,4%,
CCOC(=O)C1C(c2ccc(O)c(OCC)c2)NC(=S)NC1(O)C(F)(F)F (stereo not given),-10%,1.1%,-2%,3%,17%,
CSc1nc(-c2ccccc2)[nH]c(=S)c1C(C)=O,-1%,0.6%,2%,5%,-11%,
Cc1cc(C)n(CC(O)Cn2c3ccccc3c3ccccc32)n1 (stereo not given),12%,4.7%,5%,-12%,3%,inhibitors of VEEV 10K pilot screen=1.3
CC(C)NC(=O)CN1CCN(C(=O)CCl)CC1,4%,0.3%,-5%,6%,-1%,

# Gathered by group, those above with a CF3 group
SMILES,M. tuberculosis,inhibitors of VEEV,H37Rv inhibition,PhoP GFP inhibition,H1N1 NS1A inhibition,others
CCc1cc(CNC(=O)CC2C(=O)NCCN2Cc2ccccc2C(F)(F)F)on1 (stereo not given),-1%,2.0%,-3%,6%,-13%,
CCOC(=O)C1C(c2ccc(O)c(OCC)c2)NC(=S)NC1(O)C(F)(F)F (stereo not given),-10%,1.1%,-2%,3%,17%,

# Back to the main list, starting three compounds before the break.
SMILES,M. tuberculosis,inhibitors of VEEV,H37Rv inhibition,PhoP GFP inhibition,H1N1 NS1A inhibition,others
CSc1nc(-c2ccccc2)[nH]c(=S)c1C(C)=O,-1%,0.6%,2%,5%,-11%,
Cc1cc(C)n(CC(O)Cn2c3ccccc3c3ccccc32)n1 (stereo not given),12%,4.7%,5%,-12%,3%,inhibitors of VEEV 10K pilot screen=1.3
CC(C)NC(=O)CN1CCN(C(=O)CCl)CC1,4%,0.3%,-5%,6%,-1%,
Cc1ccccc1OCC(=O)NCCC1=CCCCC1,78%,1.1%,13%,-2%,-9%,
COC(=O)c1ccc(CN2CCc3ccc(NC(=O)c4ccncc4)cc3C2)cc1,18%,5.2%,-2%,-7%,-4%,
Cc1cc(NC(=O)c2cc(S(=O)(=O)N3CCCCC3)ccc2C)n(-c2ccccn2)n1,-7%,11%,-8%,8%,0%,
O=C(NCCc1ccccc1)c1ccccc1Cl,7%,i,9%,5%,23%,
Cc1cc(C(=O)Nc2ccccc2[N+](=O)[O-])cs1,-4%,7.2%,-7%,-7%,-2%,
Cc1cc2nnc(SCC(=O)N3CCCCCC3)n2c(N)n1,-20%,i,-2%,-1%,4%,
CC(=O)NCC(=O)N(Cc1ccco1)C1(C(=O)NC2CCCC2)CCCCC1,3%,1.9%,-8%,-7%,7%,
Cc1ccc(N(CC(O)CN2C(=O)NC(C)(C)C2=O)S(=O)(=O)c2ccc(C)cc2)cc1 (stereo not given),18%,0.6%,6%,7%,0%,
CSc1nc2ccc(NS(=O)(=O)c3ccc(Br)s3)cc2s1,24%,1.6%,4%,-1%,-2%,
COc1ccc(-c2nn(-c3ccccc3)cc2/C=N/Nc2ccc(Cl)c(C(=O)O)c2)cc1OC,8%,1.0%,-4%,-14%,-2%,
CCOC(=O)c1ccc(N=c2sc(C(=O)OC)cc(=O)n2Cc2ccco2)cc1,18%,12%,58%,-4%,11%,
Cc1ccc(S(=O)(=O)N2CCOCC2)cc1C(=O)Nc1ccccc1F,-2%,1.4%,-11%,-5%,-11%,
COC(=O)c1sc2[nH]c(=S)n(N)c(=O)c2c1C,x,3.2%,x,x,-5%,
COc1ccc(-n2c(Cc3cc(=O)[nH]c(=O)[nH]3)nnc2SCC(=O)Nc2cc(C(F)(F)F)ccc2Cl)cc1,3%,1.1%,16%,-3%,-2%,
CCCS(=O)(=O)N1CCC(C(=O)NCCCN(CC)c2cccc(C)c2)CC1,3%,i,-1%,-3%,-5%,
CCOc1ccc(Cc2nnc(N)s2)cc1OCC,-13%,0.3%,8%,-6%,-3%,
COc1ccc(-n2cnnc2SCc2ncc(-c3ccccc3)o2)cc1,11%,2.1%,2%,3%,0%,
Cn1c(C(=O)NCc2cccs2)cc2c(=O)n(C)c3ccccc3c21,-30%,0.7%,4%,-9%,7%,
CCc1noc(C)c1C(=O)Nc1nc(-c2ccc(NC(C)=O)cc2)cs1,2%,10%,38%,3%,-1%,
Cc1ccnc(NC(=O)CCC(=O)N(Cc2ccco2)C(C(=O)NC(C)C)c2ccc(F)cc2)c1 (stereo not given),7%,1.6%,-1%,2%,-9%,
